Bioassay records deposited in PubChem BioAssay by several laboratories.
MEP2 TOR yeast: yeast TOR pathway MEP2-GFP modulation; 330,000 tested, 0.51% active; GFP response vs DMSO, % at 10 µM; S. cerevisiae MEP2-GFP strain, flow cytometry GFP, 3 h; 100% = DMSO control level;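 active means GFP response versus DMSO above a set limit, roughly screen mean plus 3 SD, cut at about 180% in these data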;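 further: median GFP fluorescence of the barcode-gated MEP2-GFP cells per well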
LAP4 TOR yeast: modulators of TOR pathway LAP4-GFP in S. cerevisiae; S. cerevisiae LAP4-GFP multiplex, flow cytometry GFP, 3 h; median GFP as percent of DMSO wells; GFP response vs DMSO, % at 10 µM; 320,000 tested, 0.34% active;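 active means GFP response vs DMSO above a set limit, about the screen mean plus 3 SD, cut at about 150% in these data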
AHR activator: activators of human aryl hydrocarbon receptor | P35869 | AHR-responsive luciferase reporter cells, luminescence | activation, % at 5 µM | 320,000 tested, 2.5% active | AID 2796; in the data active means activation above about 47%;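 further: 0% = vehicle wells and 100% = reference agonist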
Target sequence (P35869 whole entry, looked up): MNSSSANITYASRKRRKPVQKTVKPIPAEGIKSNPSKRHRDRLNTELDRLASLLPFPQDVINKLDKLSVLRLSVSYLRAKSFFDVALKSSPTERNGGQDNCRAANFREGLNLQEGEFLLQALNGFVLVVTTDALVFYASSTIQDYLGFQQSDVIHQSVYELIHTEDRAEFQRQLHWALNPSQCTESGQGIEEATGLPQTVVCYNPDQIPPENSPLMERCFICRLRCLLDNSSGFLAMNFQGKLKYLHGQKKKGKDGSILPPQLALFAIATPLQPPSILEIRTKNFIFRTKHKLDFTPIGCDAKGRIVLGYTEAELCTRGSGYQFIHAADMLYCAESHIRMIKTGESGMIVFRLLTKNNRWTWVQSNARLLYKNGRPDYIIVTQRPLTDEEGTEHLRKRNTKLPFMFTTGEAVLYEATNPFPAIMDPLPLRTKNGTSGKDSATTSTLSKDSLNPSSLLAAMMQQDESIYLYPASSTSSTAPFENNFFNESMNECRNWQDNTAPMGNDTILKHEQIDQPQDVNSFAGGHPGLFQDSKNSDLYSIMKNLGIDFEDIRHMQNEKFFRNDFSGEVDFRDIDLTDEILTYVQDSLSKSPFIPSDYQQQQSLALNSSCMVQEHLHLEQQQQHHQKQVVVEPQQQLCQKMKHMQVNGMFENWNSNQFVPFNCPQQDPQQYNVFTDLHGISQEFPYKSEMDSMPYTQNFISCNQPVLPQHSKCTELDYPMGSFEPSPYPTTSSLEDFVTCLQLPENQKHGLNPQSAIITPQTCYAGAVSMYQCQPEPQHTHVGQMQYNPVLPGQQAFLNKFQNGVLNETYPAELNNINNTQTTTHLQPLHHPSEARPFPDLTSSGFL
GASC-1 inh: human JMJD2C demethylase inhibition; Q9H3R0; GST-JMJD2C(1-420) H3K9me3 demethylation, DELFIA europium; inhibition, % at 2.35 µM; 330,000 tested, 0.069% active;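 active means more than half of a compound's replicate wells show inhibition beyond 50%, single wells judged on their own value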;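 further: signal counts dimethyl H3K9 product captured on neutravidin plate; 0% = median of DMSO wells and 100% = 0.3 times that DMSO median; strong numbers were not always called active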
procasp3 activ: procaspase-3 (human) activation. recombinant procaspase-3 D3A, Ac-DEVD-pNA absorbance 405 nm. activation, % at 8.5 µM. 330,000 tested, 0.11% active. AID 463141;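 active means activation above the mean of all tested compounds plus 3 SD, cut at about 21% in these data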;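 further: 0% = DMSO alone and 100% = DMSO wells spiked with extra 5 µM PC-3 D3A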
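Technique: 405 nm absorbance of p-nitroaniline, reads at 0 and 120 min; Test system: Procaspase-3 D3A mutant; Incubation: 1 h enzyme-compound preincubation, then 2 h substrate reaction, 25 °C; Repeats: singlicate, each compound tested once; Benchmarks: low control DMSO wells, high control DMSO plus 5 µM PC-3 D3A.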
procasp7 counter: counter-screen: procaspase-7 (human) activation; P55210; recombinant procaspase-7, Ac-DEVD-pNA absorbance 405 nm; D23A/D198A/D206A triple mutant, cannot self-cleave; scale: DMSO 0, 5 µM enzyme 100; activation, % at 8.5 µM; 330,000 tested, 0.093% active; AID 463210;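 active means percent activation above the screen-wide mean plus 3 SD, cut at about 25% in these data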
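signal = Epi-absorbance of released pNA at 405 nm, two timepoints | assay system = Uncleavable procaspase-7 mutant enzyme | reagent = Ac-DEVD-pNA substrate, 400 µM as added | times = 1 h enzyme–compound preincubation and 2 h substrate reaction, both 25 °C | benchmarks = low DMSO alone, high DMSO plus 5 µM PC-7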
RPL19A TOR yeast: alters RPL19A-GFP fluorescence in TOR pathway yeast screen. 330,000 tested, 0.3% active. S. cerevisiae RPL19A-GFP strain, flow cytometry, 3 h; hits give low values. AID 2025. percent response vs DMSO, % at 10 µM;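 active means percent response vs DMSO below 50%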;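 further: median channel GFP fluorescence of the barcoded RPL19A-GFP strain; ratio of sample median GFP to plate DMSO average so 100% = DMSO; lower means less RPL19A-GFP as with rapamycin TOR inhibition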
Yeast superoxide: lowers age-related superoxide in aged yeast cells; S. cerevisiae aged cells, superoxide DHE fluorescence; hits give low values; superoxide response (% of plate mean), % at 10 µM; 330,000 tested, 0.18% active;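 active means superoxide response under a set limit, about three screen SD below normal, cut at about 65% in these data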;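 further: yeast aged for seven days with compound at 30 °C before DHE staining; 100% = average MFI of all compound-treated wells on the plate with controls excluded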
* = called active by the depositor; . = not tested or not shown. Rows are unselected. About 3.8% of those tested had a hit in this group.

Labels used below: A = MEP2 TOR yeast; B = LAP4 TOR yeast; C = AHR activator; D = GASC-1 inh; E = procasp3 activ; F = procasp7 counter; G = RPL19A TOR yeast; H = Yeast superoxide
1: Cn1nc(C(=O)NCc2ccc(Cl)cc2)c2c1-c1ccccc1S(=O)(=O)C2
  A: 98; B: 91; C: 2; D: 1; E: 5; F: 5; G: 95; H: 88

2: CNc1cc(CS(=O)c2ccccc2)nc(-c2ccccc2)n1 (centres undefined)
  A: 108; B: 109; C: 20; D: 0; E: -6; F: 6; G: 99; H: 103

3: COC(=O)[C@]1(Cc2ccccc2)N[C@H](CN(C)C(=O)COc2ccccc2)[C@@H]2C(=O)N(Cc3ccccc3)C(=O)[C@@H]21
  A: 98; B: 91; C: -1; D: 2; E: 10; F: 3; G: 97; H: 89

4: CCCOP(=O)(OCCC)C(Nc1ccc(C(=O)O)cc1)c1ccccc1 (centres undefined)
  A: 103; B: 97; C: 0; D: -3; E: -2; F: -4; G: 101; H: 99

5: Cc1ccc2nc(NCCCNC(=O)c3cnccn3)c(C#N)cc2c1
  A: 100; B: 79; C: 1; D: 10; E: 4; F: 4; G: 105; H: 101

6: NC(=O)CC(NC(=O)c1ccccc1)c1ccc(NCC2CC2)c([N+](=O)[O-])c1 (centres undefined)
  A: 90; B: 135; C: -2; D: 3; E: 5; F: 18; G: 103; H: 108

7: Cc1ccc(OCc2nnc(SCc3cc(=O)[nH]c4ccccc34)n2-c2ccccc2)cc1
  A: 101; B: 91; C: 12; D: -1; E: 2; F: 7; G: 102; H: 110

8: Cc1ccc(-c2nnc(-c3cccs3)o2)cc1
  A: 96; B: 123; C: -1; D: 1; E: 7; F: 7; G: 102; H: 101

9: COc1ccc2oc(C(=O)NC(C)c3ccccn3)c(C)c2c1 (centres undefined)
  A: 104; B: 105; C: 29; D: -10; E: 5; F: 3; G: 98; H: 97

10: CCOC(=O)c1cnc2c(cnn2C)c1NCCCN(C)C
  A: 106; B: 77; C: -1; D: 0; E: 4; F: 4; G: 109; H: 105

3 structures already listed, arranged by SMILES length, largest number first.
Labels used below: A = MEP2 TOR yeast; B = LAP4 TOR yeast; C = AHR activator; D = GASC-1 inh; E = procasp3 activ; F = procasp7 counter; G = RPL19A TOR yeast; H = Yeast superoxide
5: Cc1ccc2nc(NCCCNC(=O)c3cnccn3)c(C#N)cc2c1
  A: 100; B: 79; C: 1; D: 10; E: 4; F: 4; G: 105; H: 101

9: COc1ccc2oc(C(=O)NC(C)c3ccccn3)c(C)c2c1 (centres undefined)
  A: 104; B: 105; C: 29; D: -10; E: 5; F: 3; G: 98; H: 97

2: CNc1cc(CS(=O)c2ccccc2)nc(-c2ccccc2)n1 (centres undefined)
  A: 108; B: 109; C: 20; D: 0; E: -6; F: 6; G: 99; H: 103

(next part)
Labels used below: A = MEP2 TOR yeast; B = LAP4 TOR yeast; C = AHR activator; D = GASC-1 inh; E = procasp3 activ; F = procasp7 counter; G = RPL19A TOR yeast; H = Yeast superoxide
11: Cc1[nH]c2ccccc2c1NC(=O)CN1CCN(C(=O)c2ccco2)CC1
  A: 98; B: .; C: 15; D: 5; E: 1; F: -5; G: 98; H: 108

12: COc1ccc(C(=O)OCCN2CCN(C3=NS(=O)(=O)c4ccccc43)CC2)cc1OC
  A: 105; B: 92; C: 2; D: 6; E: 0; F: 5; G: 102; H: 82

13: O=C(c1ccccc1)N1CCN(CCc2ccccc2)CC1
  A: 101; B: 93; C: 1; D: 2; E: -3; F: 0; G: 105; H: 93

14: NC/C(=N\O)c1ccc(Cl)cc1Cl
  A: 111; B: 105; C: 3; D: -1; E: 2; F: 6; G: 104; H: 109

15: COc1ccc(-c2noc(-c3ccc4c(c3)OCO4)n2)cc1
  A: 105; B: 97; C: 2; D: 0; E: 1; F: 0; G: 102; H: 102

16: N/C(=N\OC(=O)CCCc1ccccc1)c1ccccc1Cl
  A: 109; B: 93; C: -3; D: 10; E: -1; F: -10; G: 104; H: 95

17: Cc1cccc(N2CCN(C(=O)CCC(=O)N3Cc4ccccc4Oc4ncccc43)CC2)c1C
  A: 110; B: 97; C: 1; D: 4; E: 5; F: -6; G: 100; H: 115

18: CCOC(=O)c1c(C)[nH]c(C(=O)Nc2ccc(C)c(Cl)c2)c1C
  A: 100; B: 96; C: -12; D: -11; E: 7; F: 3; G: 102; H: 92

19: CC(C)CNC(=O)C1CCCN(S(=O)(=O)c2ccc(-n3cnnn3)cc2)C1 (centres undefined)
  A: 99; B: 92; C: 5; D: 9; E: 1; F: 5; G: 96; H: 104

20: Cc1ccc(C(=O)NN2CCOCC2)cc1
  A: 94; B: 93; C: 3; D: 2; E: 2; F: -7; G: 90; H: 108

21: O=C(O)CSc1nnc(COc2ccccc2)n1-c1ccccc1
  A: 105; B: 97; C: 0; D: -5; E: 4; F: 12; G: 97; H: 100

22: CCc1ccc(OC(=O)Cc2ccc(OC)c(S(=O)(=O)N3CCOCC3)c2)cc1
  A: 80; B: 84; C: 1; D: 7; E: 2; F: 1; G: 90; H: 113

23: CC1=NN(c2ccc(C)cc2C)C(=O)C1C(c1cccc(O)c1)C1C(=O)N(c2ccc(C)cc2C)N=C1C (centres undefined)
  A: 99; B: 96; C: 2; D: -4; E: 5; F: -18; G: 97; H: 103

24: Cc1ccc(NC(=O)CCN2CCOCC2)cc1C
  A: 108; B: 94; C: .; D: 8; E: .; F: .; G: 104; H: 104

25: COc1cccc(NC(=O)CN(C)C(=O)c2cc(-c3cccc(Br)c3)nc3ccccc23)c1
  A: 94; B: 99; C: 3; D: -12; E: -8; F: 5; G: 96; H: 95

26: CC(=O)N1Cc2ccccc2CC1C(=O)N1CCN(c2ccccc2)CC1 (centres undefined)
  A: 102; B: 100; C: 3; D: -17; E: 0; F: -3; G: 108; H: 106

27: CCO/C(C)=N/n1c2nc3ccccc3nc2c2c(=O)n(Cc3ccccc3Cl)c(C)nc21
  A: 103; B: 107; C: 8; D: 14; E: -6; F: 0; G: 102; H: 103

28: CC(C)Cn1nc(NC(=O)c2cccs2)c2cc3ccccc3nc21
  A: 97; B: 118; C: 34; D: 7; E: -11; F: 0; G: 92; H: 92

29: CC(C)c1ccc(NC(=O)C2CCCN(S(=O)(=O)c3ccc4c(c3)C(C)(C)C(=O)N4C)C2)cc1 (centres undefined)
  A: 95; B: 104; C: 1; D: 5; E: 13; F: 10; G: 100; H: 108

30: COC(C(=O)Nc1ccc(S(=O)(=O)N2CCCCC2)cc1)c1ccccc1 (centres undefined)
  A: 96; B: 96; C: 0; D: 13; E: -1; F: 2; G: 94; H: 149

More compounds:
entry	Compound	MEP2 TOR yeast	LAP4 TOR yeast	AHR activator	GASC-1 inh	procasp3 activ	procasp7 counter	RPL19A TOR yeast	Yeast superoxide
31	Cc1ccc2cc(C#N)c(N3CCCN(S(=O)(=O)c4ccccc4)CC3)nc2c1	91	94	22	-30	-16	-29	95	82
32	CCOC(=O)c1c(NC(=O)CN2CCCCC2)sc2c1CCN(C(=O)OCC)C2	105	94	25	9	3	5	97	90
33	O=C(O)C1CC=C(Cl)CC1C(=O)NC1CCCCC1 (centres undefined)	83	84	-1	3	-2	-4	92	98
34	CNc1nc(Oc2ccc(=O)n(C)n2)nc(N2CCOCC2)n1	102	102	-3	26	11	7	103	110
35	Cc1ccc2ncnc(NCCC(=O)O)c2c1	103	98	6	-8	3	-8	101	91
36	CC(C)NC(=O)CCN1C(=O)c2ccccc2Sc2ncccc21	108	89	2	2	7	-4	101	86
37	COc1ccc(OC)c(NC(=O)CSc2nc(O)cc(=O)n2CC(C)C)c1	108	97	1	-1	2	-2	97	102
38	COC(=O)c1ccccc1NC(=O)CCc1ccccc1	96	91	3	5	-8	9	101	97
39	Cc1cc(C(=O)N2CCC(C)CC2)on1	104	100	0	-5	0	8	102	106
40	O=C(COC(=O)C1CCN(C(=O)c2ccc(Cl)cc2)CC1)NC1CCS(=O)(=O)C1 (centres undefined)	98	103	2	6	4	0	103	106
41	NCCCCCc1cn([C@@H](CCC(=O)O)C(=O)NCCCCCCCCCCC(=O)N2CCNCC2)nn1	98	91	-2	-1	10	11	96	96
42	O=C(O)c1ccc(NC(=O)C(c2ccccc2)c2ccccc2)cc1	104	84	10	2	-6	12	105	110

Compound profiles, as listed above:
`CC(C)NC(=O)CCN1C(=O)c2ccccc2Sc2ncccc21` across the screens: MEP2 TOR yeast: 108; LAP4 TOR yeast: 89; AHR activator: 2; GASC-1 inh: 2; procasp3 activ: 7; procasp7 counter: -4; RPL19A TOR yeast: 101; Yeast superoxide: 86
`COc1ccc(OC)c(NC(=O)CSc2nc(O)cc(=O)n2CC(C)C)c1` across the screens: MEP2 TOR yeast: 108; LAP4 TOR yeast: 97; AHR activator: 1; GASC-1 inh: -1; procasp3 activ: 2; procasp7 counter: -2; RPL19A TOR yeast: 97; Yeast superoxide: 102
`CNc1nc(Oc2ccc(=O)n(C)n2)nc(N2CCOCC2)n1` across the screens: MEP2 TOR yeast: 102; LAP4 TOR yeast: 102; AHR activator: -3; GASC-1 inh: 26; procasp3 activ: 11; procasp7 counter: 7; RPL19A TOR yeast: 103; Yeast superoxide: 110

Going on with the list.
entry	Compound	MEP2 TOR yeast	LAP4 TOR yeast	AHR activator	GASC-1 inh	procasp3 activ	procasp7 counter	RPL19A TOR yeast	Yeast superoxide
43	CCN(C(=O)/C=C/c1ccc2c(c1)OCO2)c1ccccc1	95	90	70*	0	-2	1	103	100
44	CS(=O)(=O)N1CCN(c2ccc(NC(=O)c3cccnc3Cl)cc2)CC1	104	101	0	1	-1	6	100	89
45	COc1cccc(NS(=O)(=O)c2csc(C(N)=O)c2)c1	106	95	1	-11	14	1	99	90
46	COc1ccc(C(=O)c2coc3ccc(O)cc23)cc1	108	122	-2	-5	-5	-2	101	101
47	Nc1nonc1-c1noc(-c2ccccc2)n1	108	105	1	-4	-4	1	98	135
48	COC(=O)c1ccc(CNC(=O)C2CCC(=O)N(C3CCCCCC3)C2)cc1 (centres undefined)	92	86	1	8	-2	6	95	87
49	CN(C(=O)COC(=O)CNC(=O)CNC(=O)c1ccc(Cl)cc1Cl)c1ccccc1	105	103	2	-5	-1	3	100	110
50	CC(C)(C)OC(=O)NCc1ccc(NC(=O)c2nc[nH]c2C(=O)NCCCNC(=O)c2[nH]cnc2C(=O)Nc2ccc(CNC(=O)OC(C)(C)C)cc2)cc1	101	93	-2	-6	6	1	103	93
51	O=C(Cn1nnc(N2CCCCC2)n1)c1ccc(Cl)c(Cl)c1	100	106	-3	8	-2	1	95	113
52	C#CC1(O)CC(C)NCC1(C)CCC#N (centres undefined)	98	92	4	5	-2	7	95	111
53	C(=N\Nc1ncnc2nc[nH]c12)/c1cccs1	105	91	17	-1	-1	3	103	96
54	O=C1CC(N2CCOCC2)C(=O)N1CCN1C(=O)CC(N2CCOCC2)C1=O (centres undefined)	103	103	0	7	-2	-3	100	124
